UHRF1 binding = UHRF1 methyl-DNA binding inhibition. 370,000 compounds, 0.75% hits. UHRF1 binding to methylated oligo, TR-FRET. Q96T88. inhibition, % at 4.4 µM; in the data active means inhibition above about 21%;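 further: UHRF1 SRA domain binding a hemimethylated CpG hairpin DNA probe; 0% = median of test compound wells and 100% = reference inhibitor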
TCR-CD3 inh = human TCR-CD3 binding inhibition; TAMRA-labeled TCR probe fluorescence, biochemical; 360,000 compounds, 0.37% hits; inhibition, % at 9.4 µM; AID 651800; in the data active means inhibition above about 19%;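 further: recombinant mutant TCR 2C K166C tagged with TAMRA read by polarization; 0% = receptor in buffer alone and 100% = receptor with positive control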
PRMT1 FP inh = blocks human protein arginine methyltransferase 1 | 370,000 compounds, 1.3% hits | AID 652257 | inhibition, % at 2.79 µM | recombinant PRMT1, activity-based probe fluorescence polarization;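 active means inhibition above about 21% made by adding two undisclosed values, limit read from the data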
Target sequence (Q99873 whole entry, looked up): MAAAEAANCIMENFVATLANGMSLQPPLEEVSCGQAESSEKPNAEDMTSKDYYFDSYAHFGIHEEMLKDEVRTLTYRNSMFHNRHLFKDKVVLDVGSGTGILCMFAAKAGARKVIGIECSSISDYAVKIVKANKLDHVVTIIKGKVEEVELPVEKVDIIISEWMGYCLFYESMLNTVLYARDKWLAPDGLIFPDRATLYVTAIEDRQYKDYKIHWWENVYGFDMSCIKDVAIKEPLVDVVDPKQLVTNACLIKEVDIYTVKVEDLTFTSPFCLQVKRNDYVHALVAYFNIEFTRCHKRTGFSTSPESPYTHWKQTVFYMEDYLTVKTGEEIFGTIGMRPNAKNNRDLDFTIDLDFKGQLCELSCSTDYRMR
SIAE primary = human SIAE inhibition, primary screen; Q9HAT2; SIAE FP-Rh probe binding, fluorescence polarization; inhibition, % at 9.66 µM; 370,000 compounds, 0.69% hits;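 active means inhibition above a cutoff: mean of compounds within the control limits plus 3 SD of those, cut at about 17% in these data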;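 further: 0% = plate median of compound wells and 100% = probe without SIAE protein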
HTRA1 inh = blocks human HTRA1 serine peptidase; Q92743; recombinant HTRA1, FP-rhodamine activity-based probe, fluorescence polarization; inhibition, % at 5.96 µM; 340,000 compounds, 0.5% hits; AID 504803; in the data active means inhibition above about 36%;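 further: 0% = enzyme with DMSO and 100% = wells lacking enzyme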
mABHD4 FP = ABHD4 (mouse) inhibition, primary FP screen; 370,000 compounds, 0.54% hits; inhibition, % at 8.92 µM; purified mABHD4, FP-Rh probe fluorescence polarization; Q8VD66;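 active means inhibition exceeding the mean over every tested compound plus 3 SD, cut at about 30% in these data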;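 further: 0% = plate median of compound wells and 100% = S159A mutant with DMSO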
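Assay system: mouse ABHD4 enzyme, wild type / Also added: fluorescent activity-based probe FP-Rh / Doses: single nominal dose of 8.92 µM, 0.89% DMSO final / Timing: 45 min compound pre-incubation plus 60 min probe step, 25 °C / Signal: FP readout, ex 525 nm / em 598 nm / Control set: S159A mutant/DMSO as 100%, compound-well median as 0%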
DDE Tn7 FP inh = DD(E)-Tn7 binding inhibition, primary FP screen | AID 720508 | 370,000 compounds, 0.13% hits | inhibition, % at 8.3 µM | FP displacement of FITC-Tn7 peptide from fibrin DD(E); 0% = median of compound wells per plate | P02675;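 active means inhibition above the mean of compounds falling within the control limits plus 3 SD of them, cut at about 14% in these data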;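 further: 0% = plate median of compound wells and 100% = 10 µM Aha-Tn7 peptide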
Target sequence (P02675 whole entry, looked up): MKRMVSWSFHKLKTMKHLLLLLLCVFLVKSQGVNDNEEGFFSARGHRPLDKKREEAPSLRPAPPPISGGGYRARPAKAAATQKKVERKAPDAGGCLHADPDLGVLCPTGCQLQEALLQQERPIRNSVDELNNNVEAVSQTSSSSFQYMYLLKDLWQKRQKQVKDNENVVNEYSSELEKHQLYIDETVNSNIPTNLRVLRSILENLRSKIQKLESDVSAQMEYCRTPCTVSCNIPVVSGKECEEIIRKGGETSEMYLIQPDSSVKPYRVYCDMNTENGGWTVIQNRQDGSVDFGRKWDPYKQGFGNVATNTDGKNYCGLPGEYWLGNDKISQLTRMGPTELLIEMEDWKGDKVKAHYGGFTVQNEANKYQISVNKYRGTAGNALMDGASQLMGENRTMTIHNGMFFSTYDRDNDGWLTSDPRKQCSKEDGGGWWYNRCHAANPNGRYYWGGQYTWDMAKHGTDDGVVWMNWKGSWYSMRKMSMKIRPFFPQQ
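Also added: labelled Tn7 tracer, 0.1 µM; Assay system: human fibrin DD(E) protein; Amount: 2 µM fibrin DD(E); Schedule: 10 min compound pre-incubation, 3 h probe incubation at room temperature; Repeats: one replicate per compound; Read-out basis: percent inhibition; Measured by: fluorescence polarization of the labelled Tn7 tracer.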
TDP2 inh = TDP2 (human) inhibition, absorbance primary screen | O95551 | recombinant TDP2, T5PNP hydrolysis, p-nitrophenol absorbance 415 nm | inhibition, % at 12.8 µM | 370,000 compounds, 0.34% hits;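 active means inhibition above the mean of all tested compounds plus 3 SD, set per campaign, cut at about 25% in these data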;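 further: 0% = DMSO with enzyme and 100% = buffer with substrate but no TDP2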
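Evaluation: % inhibition relative to enzyme-containing and enzyme-free wells. Material: recombinant human TDP2. Benchmarks: enzyme-free and DMSO wells. Timing: enzyme reaction with compound for 2 h at 37 °C. Compound dosing: 12.8 µM only. Measured by: p-Nitrophenol epi absorbance. Reagent: T5PNP substrate at 5 mM, a TopII-DNA adduct mimic. Replication: single well per compound.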
LEDGF integ inh = blocks HIV-1 LEDGF/p75-dependent DNA integration. TR-FRET IN-LEDGF/p75 DNA integration, Eu/Cy5. inhibition, % at 3.7 µM. 370,000 compounds, 0.64% hits;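 active means inhibition above the screen-wide mean plus 3 SD, cut at about 13% in these data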;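 further: signal is the Cy5 over europium emission ratio at 671 and 618 nm; 0% = plate median of compound wells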
PG9 Ab binder = binds the HIV-1 gp120 antibody PG9; TR-FRET gp120-PG9 antibody binding; inhibition, % at 6.7 µM; 360,000 compounds, 0.43% hits; AID 624416; in the data active means inhibition above about 8.5%
* marks the source's active call; other numbers are inactive results; . = no result given.

item	compound	PRMT1 FP inh	LEDGF integ inh	TDP2 inh	HTRA1 inh	UHRF1 binding	TCR-CD3 inh	mABHD4 FP	SIAE primary	DDE Tn7 FP inh	PG9 Ab binder
1	Cc1cccc(NC(=O)CCNC(=O)c2ccccc2)c1	-3	1	12	5	-5	9	0	1	-6	0.3
2	CNC(=O)CCn1nc(-c2ccccc2)c2ccccc2c1=O	-3	1	5	6	1	-1	2	7	-9	0.2
3	CCOc1ccccc1N1CCN(C(=O)CNC(=O)c2sc3ccccc3c2Cl)CC1	-1	-4	-4	-8	2	5	6	-11	6	0.9
4	COc1cc2c(C#CCCCO)c(-c3ccsc3)oc(=O)c2cc1OC	-1	1	-6	-14	19	8	-4	-8	0	-3.1
5	CCCCCn1c(=O)[nH]c2cc(C(=O)NCCCN3CCCCC3C)ccc2c1=O (centres undefined)	6	-1	-1	-3	0	-6	0	-5	2	-0.3
6	O=C(CO/N=C/c1ccc(OC(F)F)cc1)NCc1cccs1	0	0	3	-6	2	3	2	-4	0	-1.2
7	Cc1sc2ncnc(N3CCC(C(=O)Nc4ccc(Br)cc4Br)CC3)c2c1C	0	-2	-11	-2	0	11	0	0	-3	23*
8	COc1ccc(N=C2SC(CC(=O)Nc3ccc(F)cc3)C(=O)N2Cc2ccco2)cc1 (centres undefined)	4	2	-5	-9	-4	-5	-24	1	-4	1.4

The last 3 records of the section before lead into the next.
item	compound	PRMT1 FP inh	LEDGF integ inh	TDP2 inh	HTRA1 inh	UHRF1 binding	TCR-CD3 inh	mABHD4 FP	SIAE primary	DDE Tn7 FP inh	PG9 Ab binder
6	O=C(CO/N=C/c1ccc(OC(F)F)cc1)NCc1cccs1	0	0	3	-6	2	3	2	-4	0	-1.2
7	Cc1sc2ncnc(N3CCC(C(=O)Nc4ccc(Br)cc4Br)CC3)c2c1C	0	-2	-11	-2	0	11	0	0	-3	23*
8	COc1ccc(N=C2SC(CC(=O)Nc3ccc(F)cc3)C(=O)N2Cc2ccco2)cc1 (centres undefined)	4	2	-5	-9	-4	-5	-24	1	-4	1.4
9	O=C(NC1CCC1)C1CCC(=O)N(Cc2cccc(F)c2)C1 (centres undefined)	0	0	-8	1	4	-9	-8	3	-1	-0.8
10	Cc1cc(NC(=O)C(C)SCC(=O)Nc2cccc(S(=O)(=O)N3CCCCCC3)c2)no1 (centres undefined)	71*	5	-4	-4	10	-3	-9	-1	7	-0.1
11	O=C(COC(=O)c1sc2cc(Cl)ccc2c1Cl)Nc1ncc(Cl)cc1Cl	5	-5	16	.	1	4	1	2	3	2.8
12	Cc1nn(C)c(C)c1NC(=O)CSc1nc(-c2ccccc2Cl)nc2c1cnn2-c1ccccc1	-1	-2	-10	-4	-1	1	-8	-6	4	2.9
13	CCOc1ccc2nc(NC(=O)CSc3nc4c(c(=O)n(C)c(=O)n4C)n3C(C)C)sc2c1	10	2	-6	3	4	-16	-3	-13	-3	-0.3
14	Cc1ccc(NC(=O)CN(c2ccc(Cl)cc2)S(=O)(=O)c2cc([N+](=O)[O-])ccc2Cl)cc1	0	4	1	-7	0	3	-1	6	-3	-1.4
15	Cc1ccc2c(c1)N(CC(=O)N1CCCCC1)C(=O)C(C)O2 (centres undefined)	2	-7	-8	6	6	2	8	11	-6	1.0
16	O=c1[nH]cnc2c1ncn2C1CCC(CO)O1 (centres undefined)	-6	0	-15	.	1	3	1	16	-5	1.4

(continued)
item	compound	PRMT1 FP inh	LEDGF integ inh	TDP2 inh	HTRA1 inh	UHRF1 binding	TCR-CD3 inh	mABHD4 FP	SIAE primary	DDE Tn7 FP inh	PG9 Ab binder
17	Cc1cccc(S(=O)(=O)Nc2nc3ccccc3nc2NCc2ccco2)c1	1	-2	-6	-2	-1	-2	1	3	-5	-2.0
18	O=C(O)C1CCN(C(=O)c2ccccc2Cl)CC1	2	-3	7	2	7	-1	-3	-2	5	0.5
19	CN1C(=O)/C(=C\c2ccncc2)SC1=Nc1ccccc1	2	-3	11	-9	-3	2	-3	-4	-2	0.8
20	CCOc1ncccc1C(=O)Nc1cccc(-c2nnc3n2CCCCC3)c1	-9	2	0	3	-2	9	-2	4	4	0.0
21	CC1CCN(c2cc(N(C)CCO)c([N+](=O)[O-])c3nonc23)CC1	-3	2	-8	-8	-15	7	2	5	-8	-4.3
22	CCc1cccc(C)c1NC(=O)COC(=O)CNS(=O)(=O)/C=C/c1ccccc1	-1	1	0	0	-1	7	-3	1	3	-1.0
23	CCc1ccc(NC(=O)CN2C(=O)CC(C)S(=O)(=O)c3ccccc32)cc1 (centres undefined)	-4	2	-8	13	3	-6	-13	1	-1	-0.5
24	Cc1ccc(S(=O)(=O)NC(=O)Nc2nccs2)cc1	4	-5	-5	5	4	3	-1	-1	-5	1.0

Next part
item	compound	PRMT1 FP inh	LEDGF integ inh	TDP2 inh	HTRA1 inh	UHRF1 binding	TCR-CD3 inh	mABHD4 FP	SIAE primary	DDE Tn7 FP inh	PG9 Ab binder
25	COCCCNC(=O)CC(NS(=O)(=O)c1ccc(OC)cc1)c1ccc(OC)cc1 (centres undefined)	1	-2	5	-10	4	-5	2	-4	-2	-0.3
26	O=C(NNC(=S)NC(=O)c1ccccc1[N+](=O)[O-])c1ccccc1[N+](=O)[O-]	2	-17	2	-5	-7	17	11	12	0	-2.7
27	O=C1Nc2c(c(=O)[nH]c(=O)n2-c2ccccc2F)C(C(F)(F)F)(C(F)(F)F)N1	1	-2	1	8	6	1	-12	6	-4	0.9
28	N/C(=N\OC(=O)c1cc(Br)ccc1Cl)c1cccnc1	-3	-3	11	-6	0	8	-1	7	2	-2.8
29	COc1ccc(-c2nnc(Nc3nc4c(OC)cccc4s3)o2)c(OC)c1	-4	-5	-5	10	-2	-4	10	-4	-2	1.5
30	CC(C)(C)OC(=O)N1CCN(c2ccc(NC(=O)Cn3nnc(-c4ccccc4)n3)cc2)CC1	-2	0	-12	4	0	10	-3	-4	-3	-0.4
31	CN(C)CCCn1c2c(c(SCC(=O)Nc3ccc4c(c3)OCO4)nc1=O)CCCC2	0	0	11	4	0	-2	1	11	-3	0.0
32	COc1ccc(Cc2c(-c3cccc(Br)c3)nc3cc(C)c(Br)c(C)n23)c(C)c1	12	-2	9	.	3	0	5	2	13	-1.8

Next section.
item	compound	PRMT1 FP inh	LEDGF integ inh	TDP2 inh	HTRA1 inh	UHRF1 binding	TCR-CD3 inh	mABHD4 FP	SIAE primary	DDE Tn7 FP inh	PG9 Ab binder
33	COC(=O)c1ccc(NC(=O)COC(=O)C2=NN(c3ccccc3)C(=O)CC2)cc1	-4	1	4	-6	1	5	-4	1	1	-0.9
34	Cc1nc2ccc(NC(=O)NCCCO)cc2s1	1	2	6	7	5	-8	3	-1	6	1.9
35	COC(=O)c1ccc(NC(=O)CN2CCN(CCO)CC2)cc1	-6	6	0	1	-2	7	-5	-2	-3	-3.2
36	Cc1cccc(CNC(=O)C2CCC(=O)N(CCc3cccc(F)c3)C2)n1 (centres undefined)	2	-4	2	1	1	-7	2	-4	-1	-1.1
37	O=S(=O)(c1ccc(=S)[nH]c1)N1CCCCC1	0	4	-5	1	-1	3	-7	0	-1	-3.0
38	COCCCNC(=O)c1ccc2nc(Cc3ccc(OC)cc3)oc2c1	-6	4	4	-6	-2	1	2	-2	-2	-0.1
39	Cc1nc(C)c(C(=O)NNS(=O)(=O)c2ccccc2)s1	-3	1	0	4	0	3	2	2	2	-1.6
40	CC(=O)c1cccc(NC(=O)C(OC(=O)c2cccs2)c2ccccc2)c1 (centres undefined)	-1	2	2	-41	2	0	-28	-2	-2	-0.8

Continued:
item	compound	PRMT1 FP inh	LEDGF integ inh	TDP2 inh	HTRA1 inh	UHRF1 binding	TCR-CD3 inh	mABHD4 FP	SIAE primary	DDE Tn7 FP inh	PG9 Ab binder
41	O=C(NN1C(=O)NC2(CCCCC2)C1=O)c1ccc(-c2ccc([N+](=O)[O-])cc2)o1	12	3	3	-9	-1	-4	9	7	-6	-0.2
42	CCc1cc(C(=O)Nc2cc(S(=O)(=O)N(CC)CC)ccc2N2CCN(C)CC2)sc1C	-1	2	11	-2	1	8	4	-2	1	3.3
43	CC(C)Oc1ccc(C(=O)NCCCNC(=O)c2ccccn2)cc1	-5	4	8	-9	2	-5	4	10	-3	-0.5
44	C1CCN(Cc2nnnn2CC2CCCO2)CC1 (centres undefined)	1	3	6	6	2	2	-4	2	-6	-2.2
45	CN(C(=O)COC(=O)CCCN1C(=O)c2cccc3cccc(c23)C1=O)C1CCS(=O)(=O)C1 (centres undefined)	6	-1	-2	-3	-3	0	3	5	-3	2.1
46	Cc1cnc(NC(=O)C2CCC(C(C)(C)C)CC2)s1 (centres undefined)	-3	3	11	-3	1	-1	-1	-3	0	-2.3
47	CCCc1nnc2c(N(C)S(=O)(=O)c3ccc(C)cc3)nc3ccccc3n12	2	-2	0	0	0	6	-2	-6	-3	2.2
48	Cc1nnc(SCC(=O)N2CCOCC2)c2ccccc12	7	0	13	8	-3	12	7	4	0	-0.3

Some of these compounds in order of molecular weight, lowest first:
item	compound	PRMT1 FP inh	LEDGF integ inh	TDP2 inh	HTRA1 inh	UHRF1 binding	TCR-CD3 inh	mABHD4 FP	SIAE primary	DDE Tn7 FP inh	PG9 Ab binder
44	C1CCN(Cc2nnnn2CC2CCCO2)CC1 (centres undefined)	1	3	6	6	2	2	-4	2	-6	-2.2
46	Cc1cnc(NC(=O)C2CCC(C(C)(C)C)CC2)s1 (centres undefined)	-3	3	11	-3	1	-1	-1	-3	0	-2.3
48	Cc1nnc(SCC(=O)N2CCOCC2)c2ccccc12	7	0	13	8	-3	12	7	4	0	-0.3
43	CC(C)Oc1ccc(C(=O)NCCCNC(=O)c2ccccn2)cc1	-5	4	8	-9	2	-5	4	10	-3	-0.5
42	CCc1cc(C(=O)Nc2cc(S(=O)(=O)N(CC)CC)ccc2N2CCN(C)CC2)sc1C	-1	2	11	-2	1	8	4	-2	1	3.3

Single entries from above.
Reading for `CC(C)Oc1ccc(C(=O)NCCCNC(=O)c2ccccn2)cc1` in UHRF1 binding: 2
Reading for `CCCc1nnc2c(N(C)S(=O)(=O)c3ccc(C)cc3)nc3ccccc3n12` in PRMT1 FP inh: 2

Screens (PubChem)
